Bioassay records (PubChem BioAssay)
Scp1 inh: blocks human Scp-1 phosphatase activity; inhibition, % at 20 µM; 0.88% of 340,000 active; Recombinant Scp1, phosphopeptide, malachite green phosphate absorbance; Q9GZU7;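 active = inhibition above about 50% at 20 µM, limit read from the data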;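 also: plate controls were DMSO wells with enzyme for no effect and wells lacking enzyme for full effect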
Target sequence (Q9GZU7 76-261 limits assumed): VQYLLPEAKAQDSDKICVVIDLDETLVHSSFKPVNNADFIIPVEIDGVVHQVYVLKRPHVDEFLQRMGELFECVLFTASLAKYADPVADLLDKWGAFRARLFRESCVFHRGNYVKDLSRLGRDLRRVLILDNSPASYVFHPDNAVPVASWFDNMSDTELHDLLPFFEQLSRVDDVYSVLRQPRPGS
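assay system = SCP-1 phosphatase catalytic domain, residues 76-261 | buffer or medium = 50 mM Tris acetate pH 5.5, 0.005% Tween-20, 10 mM MgCl2 | incubation = enzyme reaction 45 min at room temperature, colour 5 min, stabilisation 30 min | signal = Phosphate-binding colour reagent, absorbance read at 630 nm | measure = % inhibition at 20 µM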
STEP block: inhibitors of human striatal-enriched phosphatase STEP; 0.25% of 360,000 active; P54829; inhibition, % at 20 µM; recombinant STEP, OMFP fluorogenic substrate, fluorescence;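 active = inhibition at 20 µM, scaled per plate between control wells, above about 37%, limit read from the data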;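 also: 0% = DMSO with enzyme and substrate and 100% = substrate only without enzyme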
Target sequence (P54829 whole entry, looked up): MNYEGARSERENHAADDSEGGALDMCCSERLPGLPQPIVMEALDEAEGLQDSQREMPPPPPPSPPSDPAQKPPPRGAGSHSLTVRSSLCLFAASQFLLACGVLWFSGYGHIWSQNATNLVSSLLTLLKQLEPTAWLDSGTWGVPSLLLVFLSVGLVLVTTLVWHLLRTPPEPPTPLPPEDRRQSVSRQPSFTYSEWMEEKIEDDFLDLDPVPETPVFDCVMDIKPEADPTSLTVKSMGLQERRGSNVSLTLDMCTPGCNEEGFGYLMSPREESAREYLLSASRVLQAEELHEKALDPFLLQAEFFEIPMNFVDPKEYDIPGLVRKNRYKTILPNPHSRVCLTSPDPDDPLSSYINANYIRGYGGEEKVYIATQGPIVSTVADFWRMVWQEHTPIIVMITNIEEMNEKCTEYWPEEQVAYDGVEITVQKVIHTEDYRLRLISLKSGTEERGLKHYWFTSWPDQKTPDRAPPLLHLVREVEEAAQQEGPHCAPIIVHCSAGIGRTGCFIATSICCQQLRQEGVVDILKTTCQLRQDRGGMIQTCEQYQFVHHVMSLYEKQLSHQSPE
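medium = Bis-Tris buffer pH 6.0, 2.5 mM DTT, 0.005% Tween 20 | test system = STEP (striatal-enriched tyrosine phosphatase) enzyme, cell-free | measure = normalized % inhibition | compound dosing = 20 µM, 1% DMSO | also added = 25 µM OMFP | schedule = reaction 20 min, ambient temperature | measured by = fluorescence read at 480 nm ex / 540 nm em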
MsrA inhibitor: inhibits bovine methionine sulfoxide reductase A | 0.75% of 360,000 active | purified bovine MsrA, absorbance read-out | inhibition, % at 15.5 µM; in the data active = inhibition above about 4.5%;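 also: 0% = vehicle wells with enzyme and 100% = reference inhibitor wells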
LMPTP block: blocks human LMPTP phosphatase; P24666; 0.22% of 360,000 active; inhibition, % at 20 µM; recombinant LMPTP-A, OMFP fluorogenic substrate, fluorescence intensity;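 active = compounds that cut the enzyme signal by at least half of the control window in the single-dose screen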;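 also: plate controls were DMSO wells with enzyme plus substrate for no effect and substrate without enzyme for full effect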
Target sequence (P24666 whole entry, looked up): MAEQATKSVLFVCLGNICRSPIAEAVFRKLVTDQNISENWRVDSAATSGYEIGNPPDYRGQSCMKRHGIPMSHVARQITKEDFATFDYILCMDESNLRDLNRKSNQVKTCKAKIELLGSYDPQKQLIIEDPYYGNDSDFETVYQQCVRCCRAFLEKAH
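material = LMPTP-A | quantity = 0.625 nM enzyme | reagent = OMFP substrate, 400 µM final | buffer or medium = Bis-Tris pH 6.0, DTT, detergent | detection = endpoint fluorescence intensity from OMFP dephosphorylation | dosing = single 20 µM dose | read-out basis = % inhibition relative to no-enzyme and uninhibited control wells | control set = no-enzyme and uninhibited controls | timing = 50 min at room temperature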
NadD block: blocks S. aureus nicotinate mononucleotide adenylyltransferase; purified NadD enzyme, colorimetric absorbance read-out; inhibition, % at 20 µM; 0.78% of 360,000 active; AID 602399; in the data active = inhibition above about 26%; also: some compounds past the cut are filed as inactive
Rpn11 inh: blocks the human proteasome subunit Rpn11; O00487; human 26S proteasome, Ub4-pepOG fluorescence polarization; 20S core pre-blocked with epoxomicin; calls only at 20 µM; 0.59% of 360,000 active;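 active = inhibition at 20 µM, scaled to each plate's controls, above about 33%, limit read from the data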
CSN inh: CSN deneddylation inhibition; AID 651999; 0.38% of 360,000 active; Q92905; Purified CSN, SCF-Nedd8-OG deneddylation, fluorescence polarization; inhibition, % at 12.5 µM;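 active = pattern-corrected inhibition above about 35%, with an unprinted fluorescence ratio check between 0.5 and 1.5, limit read from the data, passing the limit was not always enough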;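 also: 0% = enzyme with substrate and 100% = substrate without enzyme; some results filed as inactive read as strong as hits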
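assay system = purified human Csn5 enzyme expressed in HEK293T cells | amount = 0.24 nM enzyme | buffer or medium = Tris/NaCl/DTT buffer, pH 7.5 | reagent = 10 nM SCFSkp2-Nedd8OG | compound = one concentration, 12.5 µM, 0.25% DMSO | times = 90 min reaction at room temperature | signal = FP | read-out basis = % inhibition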
DNMT1 inh: blocks human DNA methyltransferase DNMT1; inhibition (reported as % activation of signal), % at 10 µM; 0.83% of 360,000 active; DNMT1 molecular beacon, Hinp1I cleavage, fluorescence; in the data active = inhibition above about 50%
SUMO1-SIM PPI: SUMO1-SIM interaction modulation. inhibition, % at 20 µM. SUMO1 binding to a labelled peptide, TR-FRET, 1 h. AID 602429. P63165. 0.33% of 360,000 active; in the data active = inhibition above about 37%
Target sequence (P63165 whole entry, looked up): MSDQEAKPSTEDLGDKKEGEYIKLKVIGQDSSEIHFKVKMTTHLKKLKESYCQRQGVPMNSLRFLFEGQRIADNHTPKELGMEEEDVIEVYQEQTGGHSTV
Tb MetRS inh: Trypanosoma brucei MetRS inhibition; purified T. brucei MetRS, ATP depletion, Kinase-Glo luminescence; inhibition, % at 11.9 µM; 0.4% of 360,000 active;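 active = inhibition above a per-plate cutoff of the control wells' mean inhibition plus 3 SD, cut at about 5.5% in these data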;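 also: 0% = DMSO wells median and 100% = median of wells with control inhibitor compound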
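Material: T. brucei methionyl-tRNA synthetase, purified; reagent: substrates ATP, L-methionine and bulk Escherichia coli tRNA; dosing: 11.9 µM single point; timing: 15 min plus 2 h at 25 °C; detection: luminescence of leftover ATP; evaluation: % inhibition; control set: DMSO-only wells as low control; replicates: singlicate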
* hit, by the source's call; i = inactive; · = not tested or not shown.

Sequence of screens: Scp1 inh, STEP block, MsrA inhibitor, LMPTP block, NadD block, Rpn11 inh, CSN inh, DNMT1 inh, SUMO1-SIM PPI, Tb MetRS inh
- CC(Sc1nnnn1C)C(=O)Nc1ccc(Oc2ccccc2)cc1 (stereo not drawn)
→ -5, -4, -0.9, 0.1, -5, i, -3, -2, -1, -0.9
- C=CCn1c(SCC(=O)N2CCc3ccccc3C2)nc2sc(CC)cc2c1=O
→ -2, 2, -1.1, -0.4, 2, i, 1, 0, -1, -1.0
- COc1ccccc1-c1c(C)nn2c(N)c(-c3ccc(Cl)cc3)cnc12
→ 1, -4, 0.1, 0.1, 3, i, 2, -3, 1, -0.5
- O=C(COC(=O)CCC(=O)c1cccs1)NCc1cccs1
→ -7, -1, -0.1, -1.5, -6, i, -8, -5, -3, 0.2
- O=C(Oc1cccc(/C=N/NC(=O)c2ccccn2)c1)c1ccc([N+](=O)[O-])cc1
→ -5, -2, 0.6, 1.8, 1, i, 0, 3, -11, -0.3
- CCN(CC)P1(=O)OC(c2cc(OC)c(OC)c(OC)c2)=Nc2c1c(C)nn2-c1ccccc1 (stereo not drawn)
→ -10, -1, 0.7, -3.3, -7, i, 0, -3, -1, 0.2
- COCCCN(C(=O)CC1OC(=O)c2ccccc21)c1c(N)n(Cc2ccccc2)c(=O)[nH]c1=O (stereo not drawn)
→ -4, -2, -1.2, -0.3, 7, i, -1, 1, -1, -0.2
- COc1ccc(CC(=O)N/N=C/c2ccc(C)s2)cc1
→ -9, 0, 0.6, -1.3, -10, i, -4, -6, -18, -0.7
- O=C(O)c1ccc(CNC(=O)c2ccc(S(=O)(=O)N3CCCC3)cc2)cc1
→ ·, -1, 1.5, -2.5, 0, i, -1, 5, 2, 0.3
- Cc1ccc(OCc2cc(C(=O)N(C)C3CCCc4ccccc43)no2)cc1C (stereo not drawn)
→ ·, -1, -0.1, 4.7, 1, i, -1, 15, 1, -0.1
- CC1CCCCC1NC(=O)CN1C(=O)CSc2cc(S(=O)(=O)N3CCCCCC3)ccc21 (stereo not drawn)
→ 32, 5, 1.1, 0.0, 0, i, -3, 8, 0, -1.3
- O=C(COC(=O)C1COc2ccccc2O1)NC(=O)NC1CCCCC1 (stereo not drawn)
→ -10, 3, 0.9, 1.1, -7, i, 2, 3, 0, -0.3
- CN(c1ccc(O)cc1)c1nc(O)c(C2=c3ccccc3=NC2=O)s1
→ -5, 1, 1.6, 5.4, 6, i, -3, 0, -15, 0.5
- COC(=O)CSc1ccc(S(=O)(=O)N2CCOCC2)cc1[N+](=O)[O-]
→ 0, -5, 0.1, -1.2, 2, i, -26, -2, -28, 0.6
- Cc1ccc(C(=O)CN(CCCC(N)=O)S(=O)(=O)c2ccc([N+](=O)[O-])cc2)cc1
→ -14, 0, 0.0, -1.1, -2, i, 2, 3, -40, -0.3

4 entries from above, reformatted.
canonical_smiles	Scp1 inh	STEP block	MsrA inhibitor	LMPTP block	NadD block	Rpn11 inh	CSN inh	DNMT1 inh	SUMO1-SIM PPI	Tb MetRS inh
CC1CCCCC1NC(=O)CN1C(=O)CSc2cc(S(=O)(=O)N3CCCCCC3)ccc21 (stereo not drawn)	32	5	1.1	0.0	0	i	-3	8	0	-1.3
O=C(COC(=O)C1COc2ccccc2O1)NC(=O)NC1CCCCC1 (stereo not drawn)	-10	3	0.9	1.1	-7	i	2	3	0	-0.3
CN(c1ccc(O)cc1)c1nc(O)c(C2=c3ccccc3=NC2=O)s1	-5	1	1.6	5.4	6	i	-3	0	-15	0.5
COC(=O)CSc1ccc(S(=O)(=O)N2CCOCC2)cc1[N+](=O)[O-]	0	-5	0.1	-1.2	2	i	-26	-2	-28	0.6

Other results follow.
Sequence of screens: Scp1 inh, STEP block, MsrA inhibitor, LMPTP block, NadD block, Rpn11 inh, CSN inh, DNMT1 inh, SUMO1-SIM PPI, Tb MetRS inh
- CC(CCOS(N)(=O)=O)c1ccccc1 (stereo not drawn)
→ -1, 0, ·, -1.6, -3, i, 5, 4, 5, -0.3
- COc1cc(NC(C)=O)c2ncccc2c1[N+](=O)[O-]
→ -4, 0, 1.1, 0.5, 3, i, 2, -7, -20, 12*
- Cc1ccccc1C(=O)c1c[nH]c(C(N)=O)c1
→ -2, -1, 2.9, 0.6, 2, i, 3, 1, -3, -1.6
- CCP(=O)(CC)C(C)(C)CP(=O)(c1ccccc1)c1ccccc1
→ 0, -4, 0.1, -0.8, 5, i, -2, 2, -3, -0.2
- O=C(O)c1sc(C(=O)O)c(-c2ccccc2)c1-c1ccccc1
→ ·, -4, 0.0, -2.6, -7, i, 1, 1, 7, 0.6
- Fc1ccc2c(c1)C(c1ccncc1)=NNC(c1ccc(Cl)cc1)=N2
→ -8, -1, -1.4, 0.9, 2, i, 4, 2, -4, -0.4
- COc1ccc(CN(C)C(=O)COC(=O)c2c(C)nn(-c3ccc(F)cc3)c2Cl)cc1
→ -14, 0, 0.4, 0.7, -2, i, 0, 2, -2, 0.0
- C/C(CC(=O)Nc1ccc(Cl)cc1Cl)=N\NC(=O)C(=O)N1CCCC1
→ -11, -2, 1.1, 0.2, -1, i, -1, -3, 7, -0.3
- CC[C@]12c3[nH]c4cc(CCC(=O)N(C)C)ccc4c3CCN1C(=O)[C@@H](CC(=O)NCc1ccc(OC)c(OC)c1)C[C@@H]2C(=O)N1CCN(C(=O)c2ccco2)CC1
→ -1, -2, -0.2, -0.7, 2, i, 0, 5, -4, 0.8
- COC(=O)c1sc(N2C(=O)C(O)=C(C(=O)c3ccc(C)o3)C2c2ccc([N+](=O)[O-])cc2)nc1C (stereo not drawn)
→ -10, 7, 2.8, 6.0, 17, i, 6, -6, -8, 0.0
- O=C(NNC(=O)C1CC1)c1cc2cc3ccccc3nc2s1
→ 2, -2, 4.9*, 2.2, 9, i, 1, 3, -16, -0.8
- O=C(CN(CCN1CCOCC1)C(=O)Cn1nnc(-c2ccc(F)cc2)n1)NC1CCCCC1
→ 6, 0, 1.2, -2.3, 0, i, 6, 1, 2, -0.7
- Cc1nc2nc(C)c(NS(=O)(=O)c3ccc4c(c3)CCCC4)c(=O)n2[nH]1
→ 2, -1, -0.1, -1.1, -3, i, 4, 4, 2, -0.5
- CCOC(=O)c1[nH]c2ccc(OC)cc2c1NS(=O)(=O)c1ccc(OC)cc1OC
→ -8, -16, 0.1, 0.5, -5, i, -3, -7, -1, -0.6
- O=C(COC(=O)c1ccccc1NC(=O)c1ccccc1)c1cccc([N+](=O)[O-])c1
→ -5, 1, -0.4, -0.5, 1, i, 2, -4, -2, 0.1
- CCn1c2c(c3cc(OCC(C)C)ccc31)CCCC2=O
→ -7, 3, 1.0, 3.6, 3, i, 6, 1, -9, -0.1
- COCCNC(=O)C1CC2Cn3c(nc4ccccc43)C2N1C (stereo not drawn)
→ -2, 2, -0.9, -1.5, -3, i, 2, 15, 5, -0.1
- CC(Sc1nnc(-c2ccccc2)c(-c2ccccc2)n1)C(=O)NCC1CCCO1 (stereo not drawn)
→ 3, 0, 1.1, 0.6, -1, i, 7, -2, -26, -0.5
- O=C(COC(=O)c1ncc(Cl)c(Cl)c1Cl)NC1CCS(=O)(=O)C1 (stereo not drawn)
→ -7, -1, -0.8, -1.6, 1, i, 0, -1, -5, -0.3
- O=C(Nc1ccccc1C(=O)NCc1ccco1)c1ccco1
→ -5, -4, -0.7, -0.6, -1, i, -1, 0, 3, -0.8
- O=C(OCc1c(F)cccc1Cl)c1cnc2ccccc2n1
→ 1, 0, 2.0, 0.0, -8, i, -2, 1, -34, -0.2
- CSc1ccccc1NC(=O)CSc1nnnn1-c1ccccc1SC
→ -5, 0, 0.6, 0.6, -5, i, 1, -3, -1, -1.1
- Cc1ccccc1OCCC(=O)Nc1ccc2c(C)cc(=O)oc2c1
→ 9, 1, 1.1, 0.1, -5, i, -3, 5, -13, -0.1
- COc1ccccc1NC(=S)Nc1cccc2cnccc12
→ 19, 8, 1.8, 4.7, 0, i, 9, -10, -8, -0.3
- CC1CCN(S(=O)(=O)c2ccc3c(c2)c(=O)c(C(=O)NCc2ccco2)cn3C)CC1
→ -11, 2, -0.6, 0.4, 3, i, 0, -4, 3, 0.1
- CCc1cccc(C)c1NC(=O)C1=C(C(=O)O)CCCC1
→ -4, 4, 0.2, -1.9, -1, i, 1, 1, 2, 0.2
- O=C(O)c1cc(N/N=C/C=C/c2ccccc2)ccc1Cl
→ 1, 4, 5.1*, 0.3, -5, i, -1, 2, -5, -0.2
- Cc1ccccc1CN(C)C[C@@H]1OCc2cnnn2CCCC(=O)N([C@H](C)CO)C[C@H]1C
→ ·, -3, -0.6, -1.3, 2, i, 5, -6, 6, -0.7
- O=C(COc1ccc(Br)cc1F)N1CCN(c2ncccn2)CC1
→ -9, 0, 2.0, 1.0, -4, i, 12, -1, -1, 0.0
- COc1cc(/C=N/Nc2nc(C)cc(C)n2)ccc1OC(=O)c1ccco1
→ -8, 0, 4.1, -0.4, -1, i, 1, -3, -5, -0.6

Looked up by structure from above (three):
Sequence of screens: Scp1 inh, STEP block, MsrA inhibitor, LMPTP block, NadD block, Rpn11 inh, CSN inh, DNMT1 inh, SUMO1-SIM PPI, Tb MetRS inh
- COc1cc(/C=N/Nc2nc(C)cc(C)n2)ccc1OC(=O)c1ccco1
→ -8, 0, 4.1, -0.4, -1, i, 1, -3, -5, -0.6
- Cc1ccccc1OCCC(=O)Nc1ccc2c(C)cc(=O)oc2c1
→ 9, 1, 1.1, 0.1, -5, i, -3, 5, -13, -0.1
- CCc1cccc(C)c1NC(=O)C1=C(C(=O)O)CCCC1
→ -4, 4, 0.2, -1.9, -1, i, 1, 1, 2, 0.2
